Bioassay records as filed in PubChem BioAssay.
Bcl-B displacement = displacers of TR3 peptide from Bcl-B, primary screen, selectivity assay for Bfl-1 inhibitor project, biochemical, fluorescence polarization; 96,000 compounds, 0.11% hits; displacement, % at 20 µM; hits with a dose series show IC50 in µM; AID 748; FP displacement of FITC-TR3 peptide from Bcl-B; higher % means a stronger effect;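 active means displacement above 50% at 20 µM plus a fluorescence interference ratio under 1.5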;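 further: plate controls were wells without compound for no effect and wells lacking Bcl-B protein for full effect; a part of the inactive calls stands beside numbers as strong as those of hits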
PLAP inhibition = PLAP enzyme inhibitors, biochemical, luminescence, HTS (AID 690). purified PLAP, luminescent substrate; higher % means a stronger effect. one-dose inhibition, % at 20 µM; IC50 in µM for titrated hits. 96,000 compounds, 0.08% hits; in the data active means a potency from the dose series; inactive means the rest, 99 in 100 with inhibition below about 30%; further: strong numbers were not always called active
IL1B NFkB inh = blocks IL-1B driven NFkB nuclear translocation in HUVEC cells; HUVEC IL-1B NFkB p65 nuclear translocation imaging; inhibition, % at 2 µM; 94,000 compounds, 0.43% hits; AID 796;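 active means inhibition above about 30% together with a positive call from visual inspection of the well image, limit read from the data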;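 further: nuclear over cytoplasmic p65 intensity ratio measured by imaging; 0% = IL-1B stimulated DMSO wells and 100% = unstimulated DMSO wells; values of inactives mirror those of a sister screen read the other way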
IL1B NFkB pot = enhances IL-1B driven NFkB nuclear translocation | HUVEC IL-1B NFkB p65 nuclear translocation imaging | activation, % at 2 µM | 94,000 compounds, 0.3% hits | AID 819;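 active means activation above 40%, about the mean plus 3 SD, also judged a hit on visual image review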;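 further: percent activation is computed from the nuclear over cytoplasmic p65 intensity ratio; values of inactives mirror those of a sister screen read the other way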
MRP resist rev = MRP-mediated drug resistance reversal; H69AR cells + 2 uM doxorubicin, CellTiter-Glo, 72 h; differential viability (reversal), % at 10 µM; 85,000 compounds, 0.04% hits;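 active means viability drop by adding the cancer drug above about 55%, with treated viability meeting a 40% cutoff, limit read from the data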;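 further: viability without doxorubicin minus viability with 2 µM doxorubicin for each compound; larger differential means the compound sensitizes cells more to doxorubicin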
MRP resist rev cytotoxicity = further read-out of MRP resist rev, marked with its call; viability, %; H69AR cells, CellTiter-Glo, 72 h; measured here: cytotoxicity without doxorubicin
MRP resist rev with doxorubicin = also measured in MRP resist rev; calls as there; viability, %; measured here: viability with 2 uM doxorubicin; stronger effect = lower value
IL1B NFkB inh cell count 2 µM = further read-out of IL1B NFkB inh, marked with its call; cell count; measured here: cells passing quality filter;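 raw number of nuclei counted in each imaged well without normalization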
IL1B NFkB pot cell count 2 µM = recorded beside IL1B NFkB pot, whose call it bears; cell count; measured here: cells passing quality filter
The depositor's hits bear a star; . = not tested or not shown. This is a subset; rates above refer to the full screens.

Letters: A = Bcl-B displacement; B = PLAP inhibition; C = IL1B NFkB inh; D = IL1B NFkB inh cell count 2 µM; E = IL1B NFkB pot; F = IL1B NFkB pot cell count 2 µM; G = MRP resist rev; H = MRP resist rev cytotoxicity; I = MRP resist rev with doxorubicin
[1] CCOC(=O)N1CCN(C(=O)CSCC(=O)N=c2sc3ccccc3n2C)CC1
  A = -1.0%	B = -8.3%	C = -13.8	D = 53	E = 13.8	F = 53	G = -1.3	H = 88.0	I = 89.3
[2] C=C(c1ccc(OCCO)cc1)c1ccc(OCCO)cc1
  A = -3.5%	B = 2.5%	C = -6.0	D = 113	E = 6.0	F = 113	G = -9.2	H = 97.4	I = 106.6
[3] Cc1cccc(NC(=O)N(Cc2nc3ccccc3c(=O)[nH]2)C2CCCC2)c1
  A = 10.3%	B = -21.2%	C = -10.8	D = 118	E = 10.8	F = 118	G = 3.9	H = 94.8	I = 90.9
[4] O=C(CNC(=O)c1ccc(Cl)cc1Cl)NCC(=O)Nc1ccccc1N1CCOCC1
  A = -1.1%	B = -44.2%	C = -1.2	D = 98	E = 1.2	F = 98	G = -3.5	H = 92.2	I = 95.7
[5] Cc1nc2ncnn2c(C)c1CCC(=O)N1CCc2ccccc21
  A = -5.1%	B = 13.0%	C = .	D = .	E = .	F = .	G = -4.0	H = 97.2	I = 101.1
[6] CCCCSc1nc(CCC)cc(=O)[nH]1
  A = -6.1%	B = -22.2%	C = -7.0	D = 49	E = 7.0	F = 49	G = -7.5	H = 83.0	I = 90.6
[7] c1ccc(CCc2nc(-c3cccnc3)no2)cc1
  A = -10.8%	B = 28.6%	C = -24.1	D = 116	E = 24.1	F = 116	G = 11.4	H = 86.7	I = 75.3
[8] Cc1cc(C)c(NC(=O)c2ccc(CN3CCc4ccccc4C3)cc2)c(C)c1
  A = -25.7%	B = -133.0%	C = 2.9	D = 153	E = -2.9	F = 153	G = .	H = .	I = .
[9] CC(C)CNC(=O)c1ccccc1Oc1ccccc1
  A = 1.3%	B = 16.3%	C = -6.9	D = 154	E = 6.9	F = 154	G = -2.9	H = 94.2	I = 97.1
[10] COc1ccc(OC)c(S(=O)(=O)N(C)CC(=O)Nc2ccc3c(c2)OCO3)c1
  A = -9.2%	B = 21.6%	C = -16.7	D = 166	E = 16.7	F = 166	G = -3.6	H = 87.1	I = 90.7
[11] CCC(C)OC(=O)n1ccc(C(=O)Nc2nccs2)n1 (configuration not stated)
  A = .	B = .	C = -12.5	D = 125	E = 12.5	F = 125	G = -3.9	H = 75.2	I = 79.1
[12] Cc1cccc(OCC(=O)NC(=S)Nc2ccc(S(=O)(=O)NC3CCCCC3)cc2)c1
  A = -27.6%	B = -0.5%	C = 6.8	D = 151	E = -6.8	F = 151	G = .	H = .	I = .
[13] Cc1nnc(NC(=O)CSc2nnc(CNC(=O)c3ccccc3)n2-c2ccccc2)s1
  A = -4.2%	B = -27.0%	C = 3.1	D = 165	E = -3.1	F = 165	G = 3.0	H = 88.7	I = 85.7
[14] CCC(CC)C(=O)NCCc1ccc(S(N)(=O)=O)cc1
  A = -9.2%	B = 2.0%	C = 5.8	D = 176	E = -5.8	F = 176	G = 6.9	H = 95.8	I = 88.9
[15] C1=C(c2ccccc2)N2CCN=C2S1
  A = -6.1%	B = 5.2%	C = 6.7	D = 185	E = -6.7	F = 185	G = -2.4	H = 97.9	I = 100.3
[16] O=C(NNC(=S)NC(=O)c1ccccc1[N+](=O)[O-])c1ccccc1
  A = .	B = .	C = -0.8	D = 93	E = 0.8	F = 93	G = -27.9	H = 25.4	I = 53.3
[17] CC(C)(C)C(=O)c1cnc(Nc2ccccc2)s1
  A = -5.0%	B = 5.8%	C = 6.7	D = 60	E = -6.7	F = 60	G = -10.0	H = 55.0	I = 65.0
[18] COc1ccc(CCNC(=O)Cc2ccc(OCc3ccccc3)c(OC)c2[N+](=O)[O-])cc1OCc1ccccc1
  A = -54.3%	B = -56.4%	C = -15.5	D = 196	E = 15.5	F = 196	G = .	H = .	I = .
[19] CCC(C)NC(=O)CC(c1ccc(OC)cc1)n1cccc1 (configuration not stated)
  A = 1.2%	B = 2.2%	C = 5.0	D = 111	E = -5.0	F = 111	G = 1.2	H = 90.3	I = 89.1
[20] OCCCc1nc2n(n1)C(c1ccccc1)C=C(c1ccccc1)N2 (configuration not stated)
  A = 35.1%	B = -4.7%	C = -4.3	D = 119	E = 4.3	F = 119	G = 5.8	H = 91.4	I = 85.6
[21] COc1ccc(Oc2nc3ccccc3n(C)c2=O)cc1
  A = -2.5%	B = 5.5%	C = -16.8	D = 171	E = 16.8	F = 171	G = .	H = .	I = .
[22] Cc1noc(NS(=O)(=O)c2ccc(NC(=O)CSc3nc4c(cc3C#N)CCCC4)cc2)c1C
  A = 18.4%	B = -63.9%	C = .	D = .	E = .	F = .	G = -3.6	H = 89.9	I = 93.5
[23] Cc1ccccc1-c1nnc(SCc2ccc(F)cc2)o1
  A = 0.9%	B = 13.3%	C = 5.9	D = 121	E = -5.9	F = 121	G = 9.8	H = 101.0	I = 91.2
[24] COc1ccc(N(CC(=O)NN=C2CCCCCCC2)S(=O)(=O)c2ccccc2)cc1
  A = -5.3%	B = -29.9%	C = -10.8	D = 187	E = 10.8	F = 187	G = .	H = .	I = .
[25] O=c1oc2ccccc2n1Cn1c(=O)oc2ccccc21
  A = -18.1%	B = 6.9%	C = -1.6	D = 89	E = 1.6	F = 89	G = -20.5	H = 84.7	I = 105.2
[26] Cc1ccccc1C(O)c1ccncc1 (configuration not stated)
  A = -4.9%	B = 14.2%	C = 6.0	D = 124	E = -6.0	F = 124	G = .	H = .	I = .
[27] O=C(c1ccccc1)N1CCN(c2ccc(NCc3ccc4c(c3)OCO4)cc2)CC1
  A = 6.8%	B = -51.5%	C = 8.8	D = 68	E = -8.8	F = 68	G = .	H = .	I = .

Complete entries, quoted from the list. Order of screens: Bcl-B displacement	PLAP inhibition	IL1B NFkB inh	IL1B NFkB inh cell count 2 µM	IL1B NFkB pot	IL1B NFkB pot cell count 2 µM	MRP resist rev	MRP resist rev cytotoxicity	MRP resist rev with doxorubicin
Listed for O=C(c1ccccc1)N1CCN(c2ccc(NCc3ccc4c(c3)OCO4)cc2)CC1 = 6.8%	-51.5%	8.8	68	-8.8	68	.	.	.
Listed for CCC(C)OC(=O)n1ccc(C(=O)Nc2nccs2)n1 (configuration not stated) = .	.	-12.5	125	12.5	125	-3.9	75.2	79.1

Reprinted at random: 6 entries already listed.
Letters: A = Bcl-B displacement; B = PLAP inhibition; C = IL1B NFkB inh; D = IL1B NFkB inh cell count 2 µM; E = IL1B NFkB pot; F = IL1B NFkB pot cell count 2 µM; G = MRP resist rev; H = MRP resist rev cytotoxicity; I = MRP resist rev with doxorubicin
[25] O=c1oc2ccccc2n1Cn1c(=O)oc2ccccc21
  A = -18.1%	B = 6.9%	C = -1.6	D = 89	E = 1.6	F = 89	G = -20.5	H = 84.7	I = 105.2
[23] Cc1ccccc1-c1nnc(SCc2ccc(F)cc2)o1
  A = 0.9%	B = 13.3%	C = 5.9	D = 121	E = -5.9	F = 121	G = 9.8	H = 101.0	I = 91.2
[5] Cc1nc2ncnn2c(C)c1CCC(=O)N1CCc2ccccc21
  A = -5.1%	B = 13.0%	C = .	D = .	E = .	F = .	G = -4.0	H = 97.2	I = 101.1
[9] CC(C)CNC(=O)c1ccccc1Oc1ccccc1
  A = 1.3%	B = 16.3%	C = -6.9	D = 154	E = 6.9	F = 154	G = -2.9	H = 94.2	I = 97.1
[4] O=C(CNC(=O)c1ccc(Cl)cc1Cl)NCC(=O)Nc1ccccc1N1CCOCC1
  A = -1.1%	B = -44.2%	C = -1.2	D = 98	E = 1.2	F = 98	G = -3.5	H = 92.2	I = 95.7
[20] OCCCc1nc2n(n1)C(c1ccccc1)C=C(c1ccccc1)N2 (configuration not stated)
  A = 35.1%	B = -4.7%	C = -4.3	D = 119	E = 4.3	F = 119	G = 5.8	H = 91.4	I = 85.6
